Screening results deposited in PubChem BioAssay by NMMLSC.
Avidin fluor: avidin bead compound fluorescence profile; Avidin beads, compound fluorescence 488/530 nm, flow cytometry; active compounds read high; 0.38% of 220,000 active; fluorescence (KMESF) at 10 µM; in the data active = fluorescence above about 47; note: inactives centre near 10
RGS7-Gao: modulates binding of RGS7 to human Galphao. P09471. Multiplexed bead flow cytometry; actives lie on both sides. binding response (% of control), % at 10 µM. 0.35% of 220,000 active; in the data active = binding response below about 49% or above about 150%; inconclusive = no clear call, values can overlap the other calls; inactive = in between;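 note: fluorescent Galphao held in activated GDP-AlF4 state binding bead-coupled RGS7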
Target sequence (P09471 whole entry, looked up): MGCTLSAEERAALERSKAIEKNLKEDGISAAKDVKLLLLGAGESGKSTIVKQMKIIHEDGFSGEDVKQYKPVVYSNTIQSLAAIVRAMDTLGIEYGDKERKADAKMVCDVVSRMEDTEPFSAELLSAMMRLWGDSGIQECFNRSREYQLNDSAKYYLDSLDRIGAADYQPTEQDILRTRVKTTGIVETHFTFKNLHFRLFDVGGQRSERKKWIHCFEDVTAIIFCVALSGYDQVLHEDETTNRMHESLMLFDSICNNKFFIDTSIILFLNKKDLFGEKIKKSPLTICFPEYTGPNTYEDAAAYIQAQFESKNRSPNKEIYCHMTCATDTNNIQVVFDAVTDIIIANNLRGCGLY
RGS4-Gao reg: modulates binding of RGS4 to human Galphao | P09471 | Multiplexed bead flow cytometry; actives lie on both sides | binding response (% of control), % at 10 µM | 0.33% of 220,000 active; in the data active = binding response below about 49% or above about 150%; inactive = in between;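 note: fluorescent Galphao activated with aluminum fluoride binding bead-coupled RGS4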
Active calls of the source: *.

CCCCC1=CC2=C(c3ccco3)C(=O)C(C)(OC(=O)c3ccc(OC)cc3)C(=O)C2=CN1c1ccc(OC)cc1 (configuration not stated) was read as Avidin fluor 6, RGS7-Gao inconclusive and RGS4-Gao reg 79.5.
`CN1CCN(S(=O)(=O)c2ccc(NCc3ccc4c(c3)OCO4)nc2)CC1` gave Avidin fluor 7, RGS7-Gao inconclusive and RGS4-Gao reg 107.9.
For COc1ccc(Nc2cc(C)c3c(O)cccc3n2)cc1 the results were Avidin fluor 6, RGS7-Gao inconclusive and RGS4-Gao reg 89.3.
For Cn1nc(C(C)(C)C)c(NC(=O)c2sccc2Cl)c1C(C)(C)C the results were Avidin fluor 6, RGS7-Gao inconclusive and RGS4-Gao reg 99.0.
`C/C(=N\Nc1ccc([N+](=O)[O-])cc1)c1ccc(N2CCOCC2)cc1` gave Avidin fluor 5, RGS7-Gao inconclusive and RGS4-Gao reg 97.3.
`Cc1cc(C(=O)N/N=C/C=C/c2ccccc2)n[nH]1` gave Avidin fluor 7, RGS7-Gao inconclusive and RGS4-Gao reg 102.8.
For O=[N+]([O-])c1ccc(N2CCCCC2)nc1N1CCCCC1 the results were Avidin fluor 8, RGS7-Gao inconclusive and RGS4-Gao reg 98.3.
Screening CC(C)C(=O)NC(=S)Nc1c(Cl)ccc2nsnc12 returned Avidin fluor 5, RGS7-Gao inconclusive and RGS4-Gao reg 107.4.
CC(=O)c1ccc2c(c1)OCCOCCOCCO2 was read as Avidin fluor 5, RGS7-Gao inconclusive and RGS4-Gao reg 107.4.
O=c1[nH]nc(N2CCOCC2)c(=O)[nH]1 was read as Avidin fluor 2, RGS7-Gao inconclusive and RGS4-Gao reg 99.2.
For CCCn1cc([C@@H]2C[C@H]3CN(Cc4cccc(Cl)c4)C(=O)[C@]34CCCN24)c(C)n1 the results were Avidin fluor 7, RGS7-Gao inconclusive and RGS4-Gao reg 97.0.
For CCC(C)c1ccccc1NC(=O)c1cc2cccc([N+](=O)[O-])c2[nH]1 (configuration not stated) the results were Avidin fluor 2, RGS7-Gao inconclusive and RGS4-Gao reg 77.2.
Screening O=C(COC(=O)c1cncc(Br)c1)NCc1ccc(Cl)cc1 returned Avidin fluor 7, RGS7-Gao inconclusive and RGS4-Gao reg 94.6.
COc1cccc(Nc2nnc(SCC(=O)N3CC(=O)Nc4ccccc43)s2)c1 was read as Avidin fluor 7, RGS7-Gao inconclusive and RGS4-Gao reg 104.9.
For COCCN(C(=S)Nc1ccc(Cl)cc1OC)C1CCN(C(C)=O)CC1 the results were Avidin fluor 8, RGS7-Gao inconclusive and RGS4-Gao reg 96.4.
`CSCC[C@H](NC(=O)CCCn1nnc2ccccc2c1=O)C(=O)O` gave Avidin fluor 3, RGS7-Gao inconclusive and RGS4-Gao reg 101.0.
Screening O=S(=O)(Cc1ccco1)Cc1nc(-c2ccc(Cl)cc2)cs1 returned Avidin fluor 3, RGS7-Gao inconclusive and RGS4-Gao reg 101.5.
For Cc1nc2c(C)cccn2c1/C(O)=C1\C(=O)C(=O)N(CCN(C)C)C1c1ccco1 (configuration not stated) the results were Avidin fluor 7, RGS7-Gao inconclusive and RGS4-Gao reg 106.8.
For NC(=S)Nc1cccc(-c2n[nH]c(=S)o2)c1 the results were Avidin fluor 8, RGS7-Gao inconclusive and RGS4-Gao reg 100.5.
CC(C)(C)C1=NN=C2c3ccccc3C(=O)C21 (configuration not stated) was read as Avidin fluor 7, RGS7-Gao inconclusive and RGS4-Gao reg 97.8.
For c1ccc(CNCCC(Cc2ccccc2)c2ccco2)cc1 (configuration not stated) the results were Avidin fluor 8, RGS7-Gao inconclusive and RGS4-Gao reg 99.0.
For C=CCOC(=O)C1=C(C)NC(C)=C(C(=O)OCC=C)C1c1ccc(C)o1 the results were Avidin fluor 4, RGS7-Gao inconclusive and RGS4-Gao reg 93.8.
`Oc1[nH]c2ccccc2c1C=Nc1ccccc1` gave Avidin fluor 3, RGS7-Gao inconclusive and RGS4-Gao reg 94.1.
For O=P(Cc1cc(Br)cc(Br)c1OCCO)(c1ccccc1)c1ccccc1 the results were Avidin fluor 5, RGS7-Gao inconclusive and RGS4-Gao reg 102.9.
`COc1ccc(N(CCC#N)C(=O)/C(C#N)=C\c2cccs2)cc1` gave Avidin fluor 6, RGS7-Gao inconclusive and RGS4-Gao reg 105.6.
`Cc1nc(C(=O)NNC(=O)c2cccc(Cl)c2)c(C(F)(F)F)o1` gave Avidin fluor 6, RGS7-Gao inconclusive and RGS4-Gao reg 102.5.
Screening CCN1CCN(Cc2ccc(NC(=O)c3cc(NC(=O)c4nccnc4N)cc(OC)c3)cc2C(F)(F)F)CC1 returned Avidin fluor 12, RGS7-Gao inconclusive and RGS4-Gao reg 102.9.
`Cc1nc(-c2ccccc2)sc1C1(C)CC(c2cccc([N+](=O)[O-])c2)=NO1` (configuration not stated) gave Avidin fluor 12, RGS7-Gao inconclusive and RGS4-Gao reg 98.6.
For O=S(=O)(c1cccc2cccnc12)N1CCCc2ccccc21 the results were Avidin fluor 9, RGS7-Gao inconclusive and RGS4-Gao reg 102.8.
`NC(=O)[C@@H]1CC2(CC(c3cccc(NC(=O)COc4ccc(Cl)cc4)c3)=NO2)CN1C(=O)COc1ccc(Cl)cc1` (some centres not stated) gave Avidin fluor 11, RGS7-Gao inconclusive and RGS4-Gao reg 98.7.
For Cc1cc(C)c(NC(=S)NC(CO)(CO)CO)c(C)c1 the results were Avidin fluor 8, RGS7-Gao inconclusive and RGS4-Gao reg 100.0.
For COc1cc(-c2ccc(NC(=O)NC3CC3)c(OC)c2)ccc1NC(=O)NC1CC1 the results were Avidin fluor 8, RGS7-Gao inconclusive and RGS4-Gao reg 115.9.
Screening CCOc1ccc2nc(SCC(=O)Nc3ccc(S(=O)(=O)N4CCCC4)cc3)c(C)cc2c1 returned Avidin fluor 9, RGS7-Gao inconclusive and RGS4-Gao reg 98.2.
Screening c1ccc(-c2noc(C3CCC3)n2)nc1 returned Avidin fluor 7, RGS7-Gao inconclusive and RGS4-Gao reg 104.3.
Screening NC(=O)Nc1ccc(Cl)cc1 returned Avidin fluor 6, RGS7-Gao inconclusive and RGS4-Gao reg 101.7.
NS(=O)(=O)c1ccc(-c2ccc(/C=N/NC(=O)c3ccccc3O)o2)cc1 was read as Avidin fluor 5, RGS7-Gao inconclusive and RGS4-Gao reg 100.5.

Among those listed so far, two contain bromine:
Screening O=C(COC(=O)c1cncc(Br)c1)NCc1ccc(Cl)cc1 returned Avidin fluor 7, RGS7-Gao inconclusive and RGS4-Gao reg 94.6.
For O=P(Cc1cc(Br)cc(Br)c1OCCO)(c1ccccc1)c1ccccc1 the results were Avidin fluor 5, RGS7-Gao inconclusive and RGS4-Gao reg 102.9.

(listing goes on)
C=C(C)CSc1nc2c(c(=O)[nH]c(=O)n2C)n1Cc1ccccc1 was read as Avidin fluor 9, RGS7-Gao inconclusive and RGS4-Gao reg 100.9.
`C/C(=N/NC(=O)CN1CCN(S(=O)(=O)c2ccc(Br)cc2)CC1)c1ccncc1` gave Avidin fluor 5, RGS7-Gao inconclusive and RGS4-Gao reg 77.9.
For CCOc1ccc(/C=C(/NC(=O)c2ccc(Cl)cc2)C(=O)O)cc1OCC the results were Avidin fluor 9, RGS7-Gao inconclusive and RGS4-Gao reg 102.6.
For CC(C)C[C@H](NC(=O)c1[nH]cnc1C(=O)Nc1ccc(CNC(=O)OC(C)(C)C)cc1)C(=O)OC(C)(C)C the results were Avidin fluor 7, RGS7-Gao inconclusive and RGS4-Gao reg 95.2.
Cc1cc(C(=O)NNS(=O)(=O)c2ccccc2C(F)(F)F)nn1C(C)(C)C was read as Avidin fluor 3, RGS7-Gao inconclusive and RGS4-Gao reg 108.5.
COc1cc(C2SCC(=O)N2c2c(C)n(C)n(-c3ccccc3)c2=O)ccc1O (configuration not stated) was read as Avidin fluor 8, RGS7-Gao inconclusive and RGS4-Gao reg 100.3.
For COC(=O)N/N=C/c1cn(CCOc2ccccc2)c2ccccc12 the results were Avidin fluor 7, RGS7-Gao inconclusive and RGS4-Gao reg 97.7.
Screening Cc1ccc(O)c(NC(=S)NC(=O)C(C)C)c1 returned Avidin fluor 8, RGS7-Gao inconclusive and RGS4-Gao reg 106.9.
`CCn1c(SCC(=O)Nc2c(C#N)cnn2-c2ccccc2)nnc1-c1cccs1` gave Avidin fluor 7, RGS7-Gao inconclusive and RGS4-Gao reg 103.2.
`Cc1ccccc1CNc1ccc(C(CC(N)=O)NC(=O)c2ccccc2)cc1[N+](=O)[O-]` (configuration not stated) gave Avidin fluor 8, RGS7-Gao inconclusive and RGS4-Gao reg 106.5.
O=C(CN1CCN(Cc2ccccc2)CC1)NC(c1ccccc1)c1ccccc1 was read as Avidin fluor 10, RGS7-Gao inconclusive and RGS4-Gao reg 102.8.
`Cn1c(=O)[nH]c(=O)c2c1nc(CN1CCN(c3ccc(F)cc3)CC1)n2CCN1CCOCC1` gave Avidin fluor 7, RGS7-Gao inconclusive and RGS4-Gao reg 101.2.
`N#CC(C#N)=NNc1ccc([N+](=O)[O-])cc1` gave Avidin fluor 10, RGS7-Gao inconclusive and RGS4-Gao reg 111.4.
Cc1ccc(N2C(=O)CS/C2=N\C(=S)Nc2ccccc2)cc1 was read as Avidin fluor 8, RGS7-Gao inconclusive and RGS4-Gao reg 103.8.
CC(=O)N(C(C)=O)c1nc(-c2ccccc2)cn1/N=C/c1cccc([N+](=O)[O-])c1 was read as Avidin fluor 7, RGS7-Gao inconclusive and RGS4-Gao reg 100.9.
For CC(C)c1nc2scc(-c3ccc(Cl)cc3)c2c(=O)n1N the results were Avidin fluor 8, RGS7-Gao inconclusive and RGS4-Gao reg 96.5.
`Cn1c2ccccc2c2cnn(CC(=O)Nc3cccc(F)c3)c(=O)c21` gave Avidin fluor 9, RGS7-Gao inconclusive and RGS4-Gao reg 97.3.
For O=C(Cc1cccc2ccccc12)NNC(=O)Nc1ccc(Cl)cc1 the results were Avidin fluor 8, RGS7-Gao inconclusive and RGS4-Gao reg 99.2.
`COC(=O)Cc1[nH]nc2c1C(c1cc(OC)c(OC)c(OC)c1)C(C#N)=C(N)O2` (configuration not stated) gave Avidin fluor 8, RGS7-Gao inconclusive and RGS4-Gao reg 98.3.
`CC(C)NC(=O)NNC(=O)Cn1nnc(-c2cccc(Cl)c2Cl)n1` gave Avidin fluor 7, RGS7-Gao inconclusive and RGS4-Gao reg 102.0.
`COc1ccc(CNC(=O)C2CC(c3cc(C(F)(F)F)cc(C(F)(F)F)c3)=NO2)cc1` (configuration not stated) gave Avidin fluor 8, RGS7-Gao inconclusive and RGS4-Gao reg 91.5.
`CCOC(=O)c1cn(Cc2ccccc2)c2cc(C)nn2c1=O` gave Avidin fluor 4, RGS7-Gao inconclusive and RGS4-Gao reg 95.2.
For O=C(O)CCC(=O)N(Cc1ccco1)C1CC(=O)N(c2ccccc2)C1=O (configuration not stated) the results were Avidin fluor 8, RGS7-Gao inconclusive and RGS4-Gao reg 105.4.
`Cc1ccc(-c2c(C)sc3ncn(CC(=O)N4CCOCC4)c(=O)c23)cc1C` gave Avidin fluor 9, RGS7-Gao inconclusive and RGS4-Gao reg 99.8.
Screening Cc1ccccc1-n1c(SCC(=O)N/N=C/c2ccccc2OCC(=O)O)nc2ccccc2c1=O returned Avidin fluor 14, RGS7-Gao inconclusive and RGS4-Gao reg 96.7.
Screening C#CC1CCCCC1NC(=O)Nc1cnccc1C(F)(F)F (configuration not stated) returned Avidin fluor 6, RGS7-Gao inconclusive and RGS4-Gao reg 99.5.
Screening COc1ccc(CCNC(=S)N(C)C)cc1OC returned Avidin fluor 10, RGS7-Gao inconclusive and RGS4-Gao reg 106.2.
COc1ccc2[nH]c(-c3ccccc3)cc2c1 was read as Avidin fluor 5, RGS7-Gao inconclusive and RGS4-Gao reg 98.6.
CC(C)(C)CN1C(N)=NC[C@@H]1Cc1ccc(O)cc1 was read as Avidin fluor 8, RGS7-Gao inconclusive and RGS4-Gao reg 104.1.
Screening Cn1cccc1CC(=O)N/N=C/c1ccc(Cl)cc1 returned Avidin fluor 8, RGS7-Gao inconclusive and RGS4-Gao reg 102.2.
`Nc1nc(SCc2ccccc2)n[nH]1` gave Avidin fluor 2, RGS7-Gao inconclusive and RGS4-Gao reg 101.8.
For CN(C)CC/C=C1/c2ccccc2Sc2ccc(Cl)cc21 the results were Avidin fluor 6, RGS7-Gao inconclusive and RGS4-Gao reg 98.2.
For CCN(CC)CCOC(=O)c1ccc(N/C=C(/C#N)c2nc(-c3ccc(OC)c(OC)c3)cs2)cc1 the results were Avidin fluor 5, RGS7-Gao inconclusive and RGS4-Gao reg 86.5.
`CNC(=S)NNC(=O)c1sc(-c2cc(C)on2)nc1C` gave Avidin fluor 10, RGS7-Gao inconclusive and RGS4-Gao reg 106.6.
For CCOc1ccccc1NC(=O)CN1CCC(NC(=O)c2ccccc2C)CC1 the results were Avidin fluor 14, RGS7-Gao inconclusive and RGS4-Gao reg 106.0.

Molecules from the list above with a COOH group, in the order listed:
`CSCC[C@H](NC(=O)CCCn1nnc2ccccc2c1=O)C(=O)O` gave Avidin fluor 3, RGS7-Gao inconclusive and RGS4-Gao reg 101.0.
For CCOc1ccc(/C=C(/NC(=O)c2ccc(Cl)cc2)C(=O)O)cc1OCC the results were Avidin fluor 9, RGS7-Gao inconclusive and RGS4-Gao reg 102.6.
For O=C(O)CCC(=O)N(Cc1ccco1)C1CC(=O)N(c2ccccc2)C1=O (configuration not stated) the results were Avidin fluor 8, RGS7-Gao inconclusive and RGS4-Gao reg 105.4.
Screening Cc1ccccc1-n1c(SCC(=O)N/N=C/c2ccccc2OCC(=O)O)nc2ccccc2c1=O returned Avidin fluor 14, RGS7-Gao inconclusive and RGS4-Gao reg 96.7.

The list is partial. The share of hits here may be higher or lower than overall.
